FLuc stim CS: firefly luciferase counter-screen for stimulation assays; activation factor at 10 µM; AID 1027; P08659; ATPlite luciferase biochemical, luminescence, 10 min; 0 = ATP-free wells, 1 = DMSO control; 200,000 tested, under 10 active;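 active = luciferase activation factor, scaled between plate controls, of at least 2 with compound at 10 µM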
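System: cell-free luciferase reagent; medium: PBS as buffer for the ATP substrate; doses: test compounds dosed from 2 mM stocks in 100% DMSO; incubation: 10 min, room temperature; measured by: luminescence from luciferase reaction; read-out: luciferase activation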
PMI act satM6P: activators of human phosphomannose isomerase at near-saturating mannose 6-phosphate | coupled PMI enzyme assay, resazurin fluorescence, 20 min; active compounds read high; 1 = untreated enzyme, 0 = substrate-free blank | activation factor at 20 µM | actives 0.34% (n = 190,000);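 active = activation factor of 2 or more at 20 µM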
Target sequence (P34949 whole entry, looked up): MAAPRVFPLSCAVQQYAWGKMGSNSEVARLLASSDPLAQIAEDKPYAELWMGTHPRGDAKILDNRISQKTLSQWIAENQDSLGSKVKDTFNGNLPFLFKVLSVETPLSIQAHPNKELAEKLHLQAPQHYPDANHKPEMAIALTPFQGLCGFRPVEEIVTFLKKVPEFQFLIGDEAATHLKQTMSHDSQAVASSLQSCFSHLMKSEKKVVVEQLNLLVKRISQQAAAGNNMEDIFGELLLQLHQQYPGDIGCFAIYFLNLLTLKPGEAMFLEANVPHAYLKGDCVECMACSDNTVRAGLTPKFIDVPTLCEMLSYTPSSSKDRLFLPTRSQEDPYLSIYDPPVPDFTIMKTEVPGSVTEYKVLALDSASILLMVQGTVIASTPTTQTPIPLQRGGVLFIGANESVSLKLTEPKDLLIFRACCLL
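Test system: human phosphomannose isomerase with PGI, G6PDH, diaphorase coupling enzymes; Amount: PMI at 15 ng/mL final; Reagent: Mannose-6-phosphate 1.0 mM (near-saturating) plus 0.22 mM NADP+; Timing: 20 min, room temperature; Technique: resorufin fluorescence at Ex 544/Em 590 nm; Dosing: 20 µM single dose.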
NF-kB neuron act: NF-kB expression increase, human neuronal cells; fold change at 12.5 µM; NF-kB reporter expression; active compounds read high; actives 1.6% (n = 190,000); AID 1239; in the data active = fold change above about 3.3
PMI activator: increases human mannose-6-phosphate isomerase activity. P34949. purified human PMI, coupled resazurin fluorescence, 20 min; active compounds read high; 1 = vehicle control, 0 substrate-free wells. activation factor at 20 µM. actives 0.005% (n = 190,000);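 active = activation factor of 2 or more at 20 µM, relative to plate controls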
TNAP inh hiacc: blocks human TNAP under high phosphate acceptor concentration. P05186. purified TNAP, CDP-star luminescence, 1 M DEA. inhibition, % at 20 µM. actives 0.03% (n = 200,000);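 active = over 50% inhibition of tissue-nonspecific alkaline phosphatase at 20 µM in the single-dose screen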;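 also: plate controls were DMSO wells for no effect and EDTA-quenched wells as full inhibition for full effect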
Target sequence (P05186 whole entry, looked up): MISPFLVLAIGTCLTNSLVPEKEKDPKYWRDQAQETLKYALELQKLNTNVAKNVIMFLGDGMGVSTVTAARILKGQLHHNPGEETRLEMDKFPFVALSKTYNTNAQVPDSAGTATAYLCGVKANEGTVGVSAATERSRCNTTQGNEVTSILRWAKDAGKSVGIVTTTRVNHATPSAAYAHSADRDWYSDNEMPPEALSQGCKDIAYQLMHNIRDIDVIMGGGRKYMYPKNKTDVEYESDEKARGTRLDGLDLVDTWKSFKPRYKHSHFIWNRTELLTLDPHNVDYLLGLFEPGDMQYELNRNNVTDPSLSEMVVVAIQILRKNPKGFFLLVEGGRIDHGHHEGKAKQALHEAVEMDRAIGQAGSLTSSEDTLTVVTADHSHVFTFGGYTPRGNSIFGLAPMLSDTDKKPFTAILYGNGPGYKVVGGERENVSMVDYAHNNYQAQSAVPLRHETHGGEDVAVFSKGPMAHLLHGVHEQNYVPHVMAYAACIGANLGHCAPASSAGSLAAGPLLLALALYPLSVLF
FLuc inh counter: counter-screen for luciferase assay inhibitors: firefly luciferase inhibition; ATPLite firefly luciferase biochemical luminescence, 10 min; inhibition, % at 10 µM; actives 1.5% (n = 200,000);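 active = inhibition above about 50% when tested at 10 µM, limit read from the data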
TNAP act hi DEA: activators of human TNAP at high phosphate acceptor concentration; purified TNAP, CDP-star luminescence, 1 M DEA, 30 min; active compounds read high; 0 = EDTA background, 1 = DMSO-only activity; AID 1136; activation factor at 20 µM; P05186; 200,000 tested, under 10 active;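 active = activation factor at least 2 at 20 µM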
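Test system – human TNAP · Doses – 20 µM single point · Incubation – 30 min, room temperature · Signal – luminescent substrate turnover signal · Read-out basis – activation factor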
bIAP act: increases bovine intestinal alkaline phosphatase activity; AID 1016; purified bovine IAP, CDP-star luminescence, 30 min; active compounds read high; fold of DMSO-control signal, blank-subtracted; activation factor at 20 µM; actives 0.17% (n = 200,000);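 active = activation factor of 2 or more at 20 µM, a signal rise over negative controls twice the positive control's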
APP 5'UTR act: APP 5'UTR luciferase reporter activation; activation, % at 2 µM; actives 1% (n = 190,000); SH-SY5Y APP 5'UTR luciferase reporter, luminescence; zero percent = DMSO vehicle wells;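 active = activation above a set limit, based on mean plus 3 SD of controls, cut at about 140% in these data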; also: values of inactives mirror those of a sister screen read the other way
TNAP inh no acc: blocks human TNAP activity with no phosphate acceptor present; purified TNAP, CDP-star luminescence, 30 min; inhibition, % at 20 µM; actives 0.26% (n = 200,000); P05186; AID 1012;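 active = tissue-nonspecific alkaline phosphatase inhibition above about 50% at 20 µM in the single-dose screen, limit read from the data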;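 also: 0% = DMSO negative control and 100% = EDTA positive control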
Active calls of the source: *; . = no result given. Not a hit list; overall some 3.6% were active at least once.

Fields: FLuc stim CS	PMI act satM6P	NF-kB neuron act	PMI activator	TNAP inh hiacc	FLuc inh counter	TNAP act hi DEA	bIAP act	APP 5'UTR act	TNAP inh no acc
Cc1ccc(Cc2cnc(N)s2)o1
→ 1	0.7	0.92	0.8	3	-4	1	1	1	-4
Cc1cccc(NC(=S)N2CCC(O)CC2)c1C
→ 1	1	1.4	1	-5	0	1.1	1	13	-26
O=C(NCc1cccnc1)c1ccccc1[N+](=O)[O-]
→ 1.1	1	1.1	0.9	1	-14	1	1.3	8	7
CCOC(=O)c1c(NC(=O)CN2CCN(C(=O)c3ccco3)CC2)sc2c1CCCC2
→ 1	0.9	1	0.8	-5	-2	1	0.9	-1	-9
CSCCOC(=O)C1=C(C)NC(=O)CC1c1ccccc1Cl (stereo not given)
→ 1	1	0.91	1	-4	-2	1	0.9	6	-6
C/C(=N\NC(=O)c1cccc(Br)c1)c1cccc(NC(=O)c2ccc(C)o2)c1
→ 1	0.9	1.1	1.1	-4	-2	1	0.9	10	3
C1=C(CCNc2ncnc3c2cnn3-c2ccccc2)CCCC1
→ 0.9	0.8	4.6*	0.8	1	10	1	0.9	.	-8
COc1ccc(C(=O)NC(=S)N2CCCCC2)cc1
→ 0.9	1	1.4	1	-5	6	1	0.9	.	-7
CCCN(CCC)c1c([N+](=O)[O-])c(=O)oc2ccccc12
→ 1.1	1.1	1.1	1.1	-4	-6	1	0.8	-12	6
CCOC(=O)c1sc(NC(=O)CSc2nccc(C)n2)c(C#N)c1C
→ 1.1	1	0.99	0.9	3	-5	1	0.9	-21	-5
O=C(CN1C(=O)NC(c2ccccc2)(c2ccccc2)C1=O)c1c[nH]c2ccccc12
→ 1	1	1.1	1	-4	-2	1	0.9	-6	-9
O=C(NN1C(=O)C2C3C=CC(C4CC34)C2C1=O)c1cccc(Cl)c1 (stereo not given)
→ 1	1	1.7	1	3	2	1	1.1	4	-5
CCOc1ccc(C(=O)CSc2nnc3ccccn23)cc1
→ 0.9	1.1	4.1*	1.1	-6	9	1.1	1	131	-3
Cc1ccc(-c2csc(NC(=O)C3CCN(S(=O)(=O)c4cccs4)CC3)n2)cc1
→ 1.1	0.9	1.2	0.9	-8	-6	1.1	1	-19	-17
O=C(O)c1cccc(-n2nnnc2SCc2ccccn2)c1
→ 1	1.1	1.1	1	-7	-2	1.1	1	17	-13
CSc1c(CC(=O)Nc2ccccc2)n(Cc2ccccc2)c2ccccc12
→ 1	1	1.1	0.9	-1	-5	1	1	18	-22
COc1ccc(O)c(C(=O)CC(=O)c2ccc(F)cc2)c1
→ 0.8	1.1	2.3	1	-1	21	1	0.8	149*	-9
CCCN1CCN(CCCNC(=O)Cn2cc3c(n2)CCCC3)CC1
→ 1	0.8	0.88	0.8	1	-2	1	0.9	15	-13
NC1=NC(=O)/C(=C/c2cn(Cc3ccccc3)c3ccccc23)S1
→ 1	1.1	1.2	1	0	-3	1	1.4	21	-24
CNc1c(N)c(=O)oc2ccccc12
→ 1	0.9	1.5	0.9	-1	3	1	1.1	58	-8
CC(Oc1ccc2oc(-c3ccccc3)c(C(=O)O)c2c1)C(=O)O (stereo not given)
→ 1	1	1.1	1	3	4	1	0.9	-6	-4
CC1=C(C(=O)OC(C)C)C(c2ccco2)NC(=O)N1 (stereo not given)
→ 1	1.1	0.83	1	2	2	1	1	-7	-7
O=C(CC1(O)C(=O)Nc2ccc(Br)cc21)c1ccc2c(c1)OCO2 (stereo not given)
→ 1	1.1	1	1.1	-6	-3	1.1	0.9	2	-12
CCCCCn1c(C(C)NC(=O)CCC)nc2ccccc21 (stereo not given)
→ 1	1	1.3	1	-3	-3	1	1	-10	-2
COc1ccc(C2=NOC(C(=O)NCCCn3ccnc3)C2)cc1 (stereo not given)
→ 1	1	1.1	1	-2	0	1	1	5	-10
Cc1ccc(N2CCN(C(=O)Nc3cccc([N+](=O)[O-])c3)CC2C)cc1 (stereo not given)
→ 1.1	0.9	0.67	0.9	-4	-5	1	0.9	6	-2
Cc1ccc(C(=O)N2NC(c3ccccc3F)C3C(=O)N(c4cccc(C)c4)C(=O)C32)cc1 (stereo not given)
→ 1	0.8	1.2	0.9	0	-1	1	1.1	17	-2
O=C(Nc1nc2c(s1)CCc1ccccc1-2)c1ccco1
→ 1	0.8	1.4	0.8	0	0	1	0.9	59	-13
O=C(NCCO)C(=O)c1c(-c2ccc(Cl)cc2)cc2ccccn12
→ 1.1	1	1.1	1	1	-6	1	1	-5	-6
COc1nc(-c2ccccc2)c2c(c1C#N)CC(C)(C)OC2
→ 1	0.9	1.2	1	-2	-3	1	1	6	-3

Two compounds from above with just TNAP act hi DEA.
| Molecule | TNAP act hi DEA |
| --- | --- |
| Cc1ccc(N2CCN(C(=O)Nc3cccc([N+](=O)[O-])c3)CC2C)cc1 (stereo not given) | 1 |
| Cc1ccc(C(=O)N2NC(c3ccccc3F)C3C(=O)N(c4cccc(C)c4)C(=O)C32)cc1 (stereo not given) | 1 |

The main list resumes, repeating the 3 entries before the break.
Fields: FLuc stim CS	PMI act satM6P	NF-kB neuron act	PMI activator	TNAP inh hiacc	FLuc inh counter	TNAP act hi DEA	bIAP act	APP 5'UTR act	TNAP inh no acc
O=C(Nc1nc2c(s1)CCc1ccccc1-2)c1ccco1
→ 1	0.8	1.4	0.8	0	0	1	0.9	59	-13
O=C(NCCO)C(=O)c1c(-c2ccc(Cl)cc2)cc2ccccn12
→ 1.1	1	1.1	1	1	-6	1	1	-5	-6
COc1nc(-c2ccccc2)c2c(c1C#N)CC(C)(C)OC2
→ 1	0.9	1.2	1	-2	-3	1	1	6	-3
CN(Cc1ccccc1)C(=O)CSc1cc(=O)n(C)c2ccccc12
→ 0.9	1	1.2	1	1	13	1	1	20	-13
COCCOc1ccc(C(F)(F)F)cc1NC(=O)c1ccc(C)cc1
→ 1	1	1.1	0.9	-1	-4	1	0.9	2	-7
OCCN(Cc1ccccc1)CC1CC2C=CC1C2 (stereo not given)
→ 1.1	1	0.98	0.9	-3	-5	1	0.9	1	-11
Cc1csc(NC(=O)c2ccc(C)c([N+](=O)[O-])c2)n1
→ 0.6	1.1	5.6*	1.1	3	36	1	0.8	172*	3
O=C(Cn1cnc([N+](=O)[O-])c1)NC1CCCC1
→ 1.1	0.9	1.3	1	-3	-6	1	0.9	7	-8
Cc1csc(-c2cccnc2)n1
→ 1	1	0.86	1.1	0	-4	1	1.2	-8	-6
Cc1nnc(NC(=O)CCC(=O)NCc2cccs2)s1
→ 1	1	1.1	1	-6	-3	1.1	1	-18	-6
CCN(CC)CC#CCC(O)(c1ccccc1)c1ccc(Br)cc1 (stereo not given)
→ 1	1.1	0.94	1.1	0	-5	1	1	10	-4
Cc1ccc(-n2nc(C)c3c2OC(N)=C(C#N)C3c2ccncc2)cc1 (stereo not given)
→ 1.1	1	1.1	1.1	-2	-7	1	0.9	14	-17
O=C(CN1CCOCC1)Nc1c2c(nc3c1CCC3)CCC2
→ 1	1	0.92	1	-3	-3	1	1	7	-6
O=C(CCNC(=O)Cn1ccc2ccccc2c1=O)NCCCN1CCOCC1
→ 1	0.9	1.1	0.9	-1	-2	1	1	-6	-6
Cc1c(Cl)cccc1NC(=S)Nn1cnnc1
→ 1.1	0.9	1.1	0.7	-2	-7	1	1	-6	-17
CN(CCCn1c(=S)[nH]c2ncccc2c1=O)Cc1ccccc1
→ 1.1	0.9	0.98	0.9	0	-5	1	1.1	1	-10
COc1ccccc1C(=O)NCc1ccncc1
→ 1.1	0.9	0.85	0.9	-6	-10	1.1	1	-3	-6
CCOc1ccc(/C=C/C(=O)c2cc(Br)ccc(=O)c2O)cc1
→ 1	2*	1.3	1.6	8	4	0.9	0.9	-8	14
O=C(CCSc1nnc(-c2ccco2)o1)Nc1ccccc1
→ 1	1	0.99	1.1	0	1	1	0.9	-4	-4
CCN(CC(=O)Nc1ccc(C(C)=O)cc1)CC(=O)Nc1ccccc1C(F)(F)F
→ 1	1.1	.	1.2	1	-1	1	1	0	-22
O=C(CSCc1ccccc1Br)NC1CC1
→ 1	1.1	1.2	1.1	-4	1	1	0.1	6	-21
Cc1cc(NC(=O)CCSc2ccccc2)no1
→ 1.1	1	1.2	1	-2	-5	1	1	8	-2
CCOCc1[nH]c(=S)[nH]c(=O)c1Cc1ccc(OC(C)C)cc1
→ 1	0.9	1	0.9	-4	2	1	0.9	21	-8
CC(=O)Nc1ccc(OC(=O)c2cc3cc(Br)ccc3oc2=O)cc1
→ 1	1	0.97	0.9	-2	-2	1	0.8	4	-6
CCOC(=O)C1CCN(C(=O)Nc2ccc3oc(C)nc3c2)CC1
→ 1.2	0.9	1.1	0.9	-6	-19	1.1	0.9	-8	-9
COc1ccccc1CN1C(=O)c2ccccc2C1C(=O)NC1CCC(C)CC1 (stereo not given)
→ 1	0.9	1.1	0.9	0	0	1	1	13	-12
Cc1ccc(N(CC(=O)NC(C)(C)C)C(=O)CNC(=O)c2cccs2)cc1
→ 1	1	1.1	1	-6	1	1.1	1.2	0	-6
CCOC(=O)C1CCCN(Cc2ccccc2C)C1 (stereo not given)
→ 1.1	1.1	2.1	0.9	-4	-6	1	1	0	-11

Bioassay records from PubChem BioAssay.
